# Bioassay records (PubChem)
# IP6K1 inh = inhibitors of human IP6K1; Q92551; IP6K1 kinase, ADP-Glo luminescence, 2 h; active compounds read low; activity change, % (series mostly up to about 58 µM); 140,000 tested, 0.81% active; in the data active = activity change below about -25%
# Target sequence (Q92551 whole entry, looked up): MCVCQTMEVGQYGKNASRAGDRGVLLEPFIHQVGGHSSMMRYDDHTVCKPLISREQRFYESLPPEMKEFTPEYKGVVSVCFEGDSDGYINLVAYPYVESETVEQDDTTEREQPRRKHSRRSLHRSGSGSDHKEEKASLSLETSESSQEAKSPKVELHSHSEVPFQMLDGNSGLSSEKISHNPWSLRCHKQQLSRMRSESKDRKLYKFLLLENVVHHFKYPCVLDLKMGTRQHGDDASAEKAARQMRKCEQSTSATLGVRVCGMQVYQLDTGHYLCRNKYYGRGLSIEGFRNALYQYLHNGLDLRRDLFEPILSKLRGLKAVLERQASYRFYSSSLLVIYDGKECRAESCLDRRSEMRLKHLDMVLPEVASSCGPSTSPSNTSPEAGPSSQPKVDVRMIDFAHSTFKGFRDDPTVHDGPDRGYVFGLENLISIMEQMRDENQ
#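 ADP-Glo luminescence measures ADP made by human IP6K1 during a 2 h RT reaction with ATP/IP6 (mix at 1.3 mM/130 uM); top library doses 57.5 and 19.1 uM final.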
# GPT2 inhibitor = GPT2 alanine aminotransferase inhibition | Q8TD30 | Recombinant GPT2, coupled pyruvate oxidase/HRP Amplex Red fluorescence | Potency, µM (top dose mostly 57.7 µM), without a hit: top-dose activity change, negative = inhibition, hits mostly inhibitors | 100,000 tested, 0.25% active | AID 1671188; also: potency is read from the fitted curve at half-maximal effect; nearly all actives have a fitted effect of over 60% in size; many of its hits are not listed in these tables
#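 GPT2 10ng/uL, a-KG 250uM, L-Ala 2mM, HEPES pH7.5 + 0.0001% Tween; 30 min RT. Then Amplex mix (PO/HRP/ThPP), 30 min RT dark, fluorescence. AOA 50uM used as positive control.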
# HEK cytotox = kills HEK 293 cells. HEK 293 viability, ATP luminescence (CellTiter-Glo), 48-72 h. Potency, µM (doses to about 115 µM), for inactives: at the top dose activity change, negative = cytotoxicity, actives largely listed as inhibitors. 94,000 tested, 6.6% active. AID 1345083; also: potency is read from the fitted curve at half-maximal effect; nearly all actives have a fitted effect of over 60% in size
#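 HEK 293 cells at 250 cells/well were exposed to compounds by pintool transfer for 48 or 72 hr at 37 degree Celsius, 5% CO2. Viability was read as ATP-coupled luminescence with CellTiter-Glo after 10 min at room temperature.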
# HEK293 viab = reduces viability of HEK-293 SNCA reporter cells. HEK-293-SNCA-luc viability, GF-AFC fluorescence, 24 h. Potency, µM (top dose mostly 57.1 µM), for inactives: at the top dose activity change, negative = cytotoxicity, hits mostly cytotoxic. 150,000 tested, 0.12% active. AID 1671193;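 also: potency is read from the fitted curve at half-maximal effect; 0% = DMSO-treated cells and -100% = medium-only wells without cells; nearly all actives have a fitted effect of over 30% in size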
#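 Cytotoxicity counterscreen: after 24 h compound treatment of genome-edited SNCA-luciferase HEK-293 cells, live-cell protease substrate GF-AFC read by fluorescence after 30 min; activity scaled between DMSO (0%) and medium-only (-100%), curves Hill-fitted.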
# SNCA expr inhib = inhibitors of alpha-synuclein (SNCA) gene expression; HEK-293 SNCA-luciferase knock-in, luminescence, 24 h; Potency, µM (doses to about 57.2 µM), without a hit: at the top dose activity change, negative = inhibition, actives largely listed as inhibitors; 140,000 tested, 0.17% active;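 also: potency is read from the fitted curve at half-maximal effect; plate controls were DMSO cells for no effect and cell-free wells for full effect; nearly all actives have a fitted effect of over 45% in size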
# FLuc inh = Photinus pyralis luciferase inhibition; 76,000 tested, 2.5% active; P08659; AID 1347043; Potency, µM (series often up to 115 µM), for the others: top-dose activity change, negative = inhibition, usual class: inhibitors; purified P. pyralis luciferase, luminescence, biochemical; also: potency is read from the fitted curve at half-maximal effect; nearly all actives have a fitted effect of over 65% in size
# Target sequence (P08659 whole entry, looked up): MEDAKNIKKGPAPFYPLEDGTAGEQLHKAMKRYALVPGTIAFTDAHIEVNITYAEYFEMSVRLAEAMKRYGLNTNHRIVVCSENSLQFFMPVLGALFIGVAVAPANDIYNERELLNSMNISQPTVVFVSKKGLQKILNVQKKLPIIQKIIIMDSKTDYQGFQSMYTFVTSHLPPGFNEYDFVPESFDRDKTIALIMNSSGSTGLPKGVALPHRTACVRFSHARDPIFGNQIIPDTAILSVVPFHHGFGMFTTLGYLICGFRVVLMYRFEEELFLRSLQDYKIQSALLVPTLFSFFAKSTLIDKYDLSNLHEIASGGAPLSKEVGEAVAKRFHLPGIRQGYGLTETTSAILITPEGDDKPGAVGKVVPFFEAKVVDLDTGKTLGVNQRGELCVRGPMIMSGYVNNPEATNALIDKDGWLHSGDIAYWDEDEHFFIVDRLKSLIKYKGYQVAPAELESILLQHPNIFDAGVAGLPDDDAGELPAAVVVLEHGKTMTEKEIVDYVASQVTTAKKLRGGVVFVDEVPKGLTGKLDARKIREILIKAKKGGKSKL
#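 Purified P. pyralis luciferase (10nM final) in 50mM Tris acetate pH 7.5, 10mM Mg acetate, 0.01% Tween-20, 0.05% BSA with 10uM D-luciferin and 10uM ATP. Compounds titrated qHTS. Luminescence imaged on CCD.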
# NIH3T3 tox = cytotoxic compounds in NIH 3T3 cells | NIH 3T3 viability, CellTiter-Glo ATP luminescence, 48-72 h | Potency, µM (doses to about 96.7 µM), without a hit: at the top dose activity change, negative = cytotoxicity, most hits filed as inhibitors | 94,000 tested, 4.3% active | AID 1345082; also: potency is read from the fitted curve at half-maximal effect; nearly all actives have a fitted effect of over 55% in size
#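 NIH 3T3 cells at 400 cells/well received 23 nL of compound by pintool and were incubated 48 or 72 h at 37 °C. Viability was read as ATP-coupled CellTiter-Glo luminescence.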
# * = called active by the depositor; i = inactive; ? = inconclusive; · = not tested or not shown; [ ] = remark or other dose. Unless noted, calls follow the shape of the dose curve; as a rule, active = well fitted curve in the direction sought with a large enough effect; inconclusive = small, poorly fitted or top-dose-only effect, or another doubt; inactive = no such curve, though single readings can be large; an effect the other way counts as inactive or inconclusive. Unless noted, % is scaled to controls: 0 for no effect and ±100 for the full control effect. Some of the compounds tested. The share of hits here may be higher or lower than overall.
# Values in the order – IP6K1 inh, GPT2 inhibitor, HEK cytotox, HEK293 viab, SNCA expr inhib, FLuc inh, NIH3T3 tox
- CCC(=O)N1CCc2cc(Br)cc(S(=O)(=O)N3CCCC(C(=O)Nc4ccc(C)c(F)c4)C3)c21 (configuration not stated)
 : -11, ·, ·, 11%, 26%, ·, ·
- C=CCNC(=O)CCc1nnc(-c2cccc(OC(C)C)c2)[nH]c1=O
 : -6, i, -3%, -1%, 29%, -8%, -10%
- CSc1cccc(NC(=O)C2CCN(c3cnc4nc(C)c(C)nc4c3)CC2)c1
 : 2, i, ?, -14%, 97%[activator], ?, -12%
- CCCn1cc(-c2ccncc2)cc1C(=O)NCc1cccc(F)c1
 : 1, -9%, ?, 5%, 4%, -16%, ?
- COc1ccc(N2CCN(C(=O)Cn3c(N4CCc5ccccc5C4)nc(C)cc3=O)CC2)cc1
 : 26, i, ?, -17%, ?, -3%, -6%
- COc1ccccc1NC(=O)c1ccc(CN2C(=O)C(C)=C(c3ccc(C)c(C)c3)S2(=O)=O)cc1
 : 2, ·, ·, -2%, ?, ·, ·
- COc1ccc(Nc2ncnc3c2nc2n3CCCC2)cc1Cl
 : 3, ·, ·, -8%, 36%[activator], ·, ·
- CC(C)c1cc(CN2CCC(N3CCC(C(=O)NCc4ccccn4)CC3)CC2)[nH]n1
 : 29, 4%, -5%, 5%, ?, 11%, -10%
- CC(Cn1cncn1)NC(=O)c1ccc(S(=O)(=O)NCCO)cc1 (configuration not stated)
 : 9, i, -1%, -8%, 7%, 0%, -2%
- CC(C)NC(=O)NC[C@H]1OC[C@@H](NCc2cccnc2)[C@@H]1O
 : 11, -12%[88.5 µM], -1%[172 µM], 6%[87.6 µM], -24%[87.6 µM], 11%[172 µM], 0%[174 µM]
- CCOC(=O)C1=C(CN(CC)Cc2ccccc2)NC(=O)NC1c1ccc(OC)cc1 (configuration not stated)
 : -16, ·, ·, -22%, -1%, ·, ·
- Cn1cccc1C(=O)N[C@H]1C[C@@H](C(=O)O)N(C(=O)CCC(=O)N2C[C@@H](NC(=O)c3cccs3)C[C@H]2C(=O)O)C1
 : 0, -1%, -7%, 3%, -1%, -2%, -9%
- COc1cc(NC(=O)Cn2cccc2-c2nc(-c3ccc(OC)c(F)c3)no2)cc(OC)c1
 : 0, -3%, ?, 4%, 13%, 5%, -7%
- CNC(=O)C1CN(S(=O)(=O)c2cccs2)CC12CCCCC2 (configuration not stated)
 : 15, i, -2%, -3%, -5%, 5%, i
- CCC(CC)NC(=O)C1CCc2ncc(-c3ccsc3)n2C1 (configuration not stated)
 : 5, i, 1%, -1%, -1%, 8%, -18%
- C=CCNC(=O)c1cnn2c1CN([S+](=O)([O-])c1cccc(OC)c1)CC2
 : 14, 1%, -11%, -8%, 6%, ·, 2%
- Cc1ccc(NC(=O)Nc2ccc(C)n(CC(=O)NCCC(C)C)c2=O)cc1
 : -8, 3%, 28µM*, -3%, 1%, 0.56µM*, 35µM*
- COc1ccccc1-c1cccc(CN2CCC(N[S+](=O)([O-])c3c(C)noc3C)CC2)c1
 : -4, -27%, 35µM*, -9%, -13%, ·, 35µM*
- CC(C)OCCCNC(=O)c1cn(C)c2ccc(S(=O)(=O)N(C)C3CCCCC3)cc2c1=O
 : 10, ·, ·, 4%, 77%[activator], ·, ·
- CCn1cc(C(=O)N(C)c2ccc(C(C)C)cc2)c2cc(OC)c(OC)cc2c1=O
 : -15, ·, ·, ?, -12%, ·, ·
- COc1cccc(CCC(=O)N2CCC3(CC2)CC(N(C(C)=O)C2CC2)CCO3)c1 (configuration not stated)
 : -11, i, -9%, 1%, -12%, 6%, -13%
- COc1ccc(NC(=O)C2CCC(CNS(=O)(=O)c3ccc(Br)s3)CC2)c(OC)c1 (configuration not stated)
 : -11, ·, ·, -17%, ?, ·, ·
- CCOc1ccccc1NC(=O)N1CC(c2nnc(-c3ccncc3)o2)C2(CCOCC2)C1 (configuration not stated)
 : 5, 4%, 0%, 4%, -21%, -10%, -10%
- CCC(=O)Nc1ccc(C2(C(=O)O)CCC2)cc1
 : 7, i, 1%, 0%, -18%, -8%, ?
- COc1ccccc1N1CCN(c2ncccc2CNC(=O)c2ccoc2)CC1
 : 9, i, -24%, -2%, 8%, -16%, -10%
- Cc1ccc(Nc2ccnc(N3CCCC3C(=O)NCc3cccc(Cl)c3)n2)cc1 (configuration not stated)
 : 5, -18%, ?, 7%[12.5 µM], -4%, ·, ?
- Cc1cccc(C)c1NC(=O)CN1CCCC1
 : 28, i, ·, 3%[23.9 µM], -29%[25.6 µM], ·, ·
- CCOCN(C(=O)Cn1cnc2cc(C)c(C)cc21)c1c(C)cccc1CC
 : -5, ·, ·, ?, -20%, ·, ·
- O=C([C@@H]1C[C@H](F)CN1C(=O)NC1CCCCC1)N1CCc2ccccc2C1
 : -5, i, -19%, -11%, -10%, -14%, -12%
- COc1cccc(CN2CCC3(CCC3OC)CC2)c1 (configuration not stated)
 : -10, i, ?, -4%, -21%, -6%, -5%

# A draw from above in order of heavy-atom count, rising:
# Values in the order – IP6K1 inh, GPT2 inhibitor, HEK cytotox, HEK293 viab, SNCA expr inhib, FLuc inh, NIH3T3 tox
- COc1cccc(CN2CCC3(CCC3OC)CC2)c1 (configuration not stated)
 : -10, i, ?, -4%, -21%, -6%, -5%
- COc1ccc(Nc2ncnc3c2nc2n3CCCC2)cc1Cl
 : 3, ·, ·, -8%, 36%[activator], ·, ·
- O=C([C@@H]1C[C@H](F)CN1C(=O)NC1CCCCC1)N1CCc2ccccc2C1
 : -5, i, -19%, -11%, -10%, -14%, -12%
- COc1ccccc1N1CCN(c2ncccc2CNC(=O)c2ccoc2)CC1
 : 9, i, -24%, -2%, 8%, -16%, -10%
- CCC(=O)N1CCc2cc(Br)cc(S(=O)(=O)N3CCCC(C(=O)Nc4ccc(C)c(F)c4)C3)c21 (configuration not stated)
 : -11, ·, ·, 11%, 26%, ·, ·
- COc1ccc(N2CCN(C(=O)Cn3c(N4CCc5ccccc5C4)nc(C)cc3=O)CC2)cc1
 : 26, i, ?, -17%, ?, -3%, -6%

# Other compounds follow.
# Values in the order – IP6K1 inh, GPT2 inhibitor, HEK cytotox, HEK293 viab, SNCA expr inhib, FLuc inh, NIH3T3 tox
- CCCCOc1cccc(C(=O)N2CCN(CCc3ccncc3)CC2)c1
 : 2, ·, ·, -7%, 1%, ·, ·
- COc1ccc(CC(=O)NC2CCN(c3cc(-c4ccc(Cl)cc4)[nH]n3)CC2)cc1
 : 4, i, ?, -14%, -14%, 10%, ?
- O=C(CCCn1ccnc1)N1CCn2nc(C(O)Cc3ccccc3)cc2C1 (configuration not stated)
 : 0, 4%, -4%, 4%, -5%, 5%, -4%
- O=C(NCC1CCOCC1)[C@@H]1C[C@@H](c2ccc(F)cc2)N(CCOc2ccccc2)C1
 : -6, -15%[88.5 µM], ?, -2%[87.6 µM], ?, 3%[172 µM], ?
- CC1CCCCN1CCCNC(=O)c1cc(Sc2ccc(Cl)cc2)nc2ccccc12 (configuration not stated)
 : 19, ·, ·, 6%, ?, ·, ·
- Fc1ccc(N2CCN(c3ncnc4c3nc3n4CCCCC3)CC2)cc1
 : 1, ·, ·, 6%, -6%, ·, ·
- O=C(Nc1ccccc1)C1(CCO)CCN(Cc2ccccc2)C1 (configuration not stated)
 : 0, i, ?, 7%, -4%, -1%, -21%
- C[C@@H](NC(=O)Cc1ccccc1)c1onc(-c2cccnc2)c1C(=O)O
 : 7, -11%[88.5 µM], 0%[172 µM], 6%[87.6 µM], 8%[87.6 µM], -2%[172 µM], -3%[138 µM]
- COC(=O)c1ccc2c(c1)N(CC(=O)Nc1ccc(OC)c(Cl)c1)C(=O)c1ccccc1S2
 : -5, ·, ·, 10%, 14%, ·, ·
- COc1ccc(C2C=C(c3ccccc3)Nc3nc(NC(=O)/C=C/c4ccc(F)cc4)nn32)cc1 (configuration not stated)
 : 0, ·, ·, -4%, 12%, ·, ·
- Clc1cccc(-c2cnc([C@@H]3COCCN3Cc3ccccc3)[nH]2)c1
 : 0, -1%[88.5 µM], 100µM*, -8%[87.6 µM], -12%[87.6 µM], 14%[172 µM], 79µM*
- Cc1ccc(C)c(-n2nc(-c3c(C)nc4scc(CC(=O)NC(C)C(C)C)n4c3=O)cc2C)c1 (configuration not stated)
 : 27, i, ?, -9%, 1%, -4%, -26%
- CCn1c(CO)nnc1C1CC(NC(=O)NCCc2ccccc2F)C1 (configuration not stated)
 : 7, -9%, -2%, -4%, 31%[activator], 1%, -1%
- COc1ccccc1N1CCN(CCC(=O)Nc2cccc(F)c2)CC1
 : -6, ·, ·, -16%, 4%, ·, ·
- Cc1ccc(-c2cn3c(n2)CO[C@@H](CNC(=O)c2cccnc2)C3)cc1
 : 14, i, -23%[172 µM], 3%[87.6 µM], 20%[87.6 µM], ?, -13%[174 µM]
- O=C(CSc1nc2c([nH]c3ccccc32)c(=O)n1-c1ccc(Cl)cc1)NCc1ccccc1
 : -16, ·, ·, -2%, -12%, ·, ·
- CCn1cc(C(=O)N2CCN(c3ccc(OC)cc3)CC2)c2cc(OC)c(OC)cc2c1=O
 : -17, ·, ·, -15%, -4%, ·, ·
- CN1C(=O)[C@@H]2C[C@@H](CN2Cc2ccc(F)c(F)c2)Oc2ccccc21
 : 9, 0%[88.5 µM], -22%[172 µM], 4%[87.6 µM], -3%[87.6 µM], -4%[172 µM], ?
- COCCNC(=O)c1ccc2c(c1)N(Cc1ccc(C(F)(F)F)cc1)C(=O)c1ccccc1S2
 : 9, ·, ·, -18%, ?, ·, ·
- CN1CCN([C@H]2[C@@H]3OC[C@@H](O3)[C@@H](NC(=O)Nc3ccc(F)cc3)[C@@H]2O)CC1
 : 0, -1%[88.5 µM], 1%[172 µM], -5%[87.6 µM], -23%[87.6 µM], -24%[172 µM], -4%[174 µM]
- O=C(N[C@@H]1CCOC[C@H]1OCCO)C1CCN(Cc2ccco2)CC1
 : 6, ?, 0%, -3%, 1%, 10%, -1%
- Cc1ccc(Cn2c(CO)cnc2SCc2cccc(F)c2)cc1
 : 7, ·, ·, 4%, -28%, ·, ·
- Cc1ccc(F)c(NC(=O)Nc2ccc3snnc3c2)c1
 : -4, ·, ·, -8%, 50%[activator], ·, ·
- O=C(NCCOc1ccccc1)c1cnc2n1CCN(Cc1ccccc1O)CC2
 : -9, i, ?, -10%[87.6 µM], ?, -4%[172 µM], -25%[138 µM]
- Cc1ccc2c(c1)N(CCCC(=O)Nc1cccc(C(F)(F)F)c1)C(=O)CO2
 : -5, ·, ·, -1%, -1%, ·, ·
- O=C(c1c(F)cccc1Cl)N1C[C@@H](CO)[C@H](c2ccccn2)C1
 : 5, i, ?, -17%, 35%[activator], -11%, ?
- NC(=O)[C@H](CC1CCCCC1)NC(=O)[C@@H]1CN(C(=O)Nc2ccccc2)CCN1C(=O)C1CCNCC1
 : 11, 2%, 1%, 10%, -17%, 3%, -4%
